# CHO-K1 Ca antag: M1 antagonist counterscreen hit in parental CHO-K1 cells | ATP-induced calcium, Fluo-8 fluorescence | inhibition, % at 3 µM | 360,000 tested, 0.6% active | AID 602250;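 active means inhibition above a per-plate cutoff, the plate's mean sample inhibition plus 3 SD, cut at about 24% in these data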;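 further: 0% = DMSO plus EC80 ATP and 100% = DMSO alone without ATP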
# CHO parental Ca: signal in parental CHO cells, OX1R antagonist counter-screen. parental CHO-K1, ATP-induced calcium, Fluo-8 fluorescence. inhibition, % at 5.6 µM. 330,000 tested, 0.63% active. AID 463079;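 active means inhibition above that plate's mean sample inhibition plus 3 SD, cut at about 26% in these data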;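 further: 0% = ATP-challenged DMSO wells and 100% = DMSO wells without ATP; some compounds past the cut are filed as inactive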
#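 Test system: untransfected parental CHO cell line; also added: ATP stimulus; dosing: 5.6 µM, single dose; signal: calcium-sensitive Fluo-8 fluorescence; measure: percent inhibition of ATP-evoked calcium rise, normalized to controls; benchmarks: low control ATP plus DMSO, high control DMSO only; replication: one well per compound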
# M1 PAM: potentiates human M1 receptor response to acetylcholine | 360,000 tested, 0.088% active | AID 588819 | activation, % at 3 µM | CHO-K1 hM1, Fluo-8 calcium fluorescence, ACh EC20; 0% = ACh EC20, 100% = maximal ACh; in the data active means activation above about 19%, passing the limit was not always enough
# Target sequence (P11229 whole entry, looked up): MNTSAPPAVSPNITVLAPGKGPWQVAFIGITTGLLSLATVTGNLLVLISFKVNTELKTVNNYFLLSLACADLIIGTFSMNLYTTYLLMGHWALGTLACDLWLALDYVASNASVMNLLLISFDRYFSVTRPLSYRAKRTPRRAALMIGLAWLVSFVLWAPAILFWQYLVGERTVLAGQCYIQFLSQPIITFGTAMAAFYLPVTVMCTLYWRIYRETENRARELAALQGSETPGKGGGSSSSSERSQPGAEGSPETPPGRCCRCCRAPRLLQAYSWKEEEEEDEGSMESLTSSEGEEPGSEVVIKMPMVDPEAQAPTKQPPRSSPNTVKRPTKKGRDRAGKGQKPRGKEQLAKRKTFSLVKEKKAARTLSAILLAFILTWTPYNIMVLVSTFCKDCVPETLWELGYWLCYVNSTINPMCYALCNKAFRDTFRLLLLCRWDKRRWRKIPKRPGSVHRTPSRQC
# M4 antag: antagonists of human muscarinic M4 receptor (CHRM4); CHO-hM4 cells, ACh EC80, Fluo-8 calcium fluorescence; 360,000 tested, 0.73% active; inhibition, % at 3 µM; P08173;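 active means inhibition above its plate's cutoff, the mean inhibition of sample wells plus 3 SD, cut at about 27% in these data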;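 further: 0% = acetylcholine EC80 with DMSO and 100% = DMSO without agonist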
# M1 antag: blocks human M1 muscarinic receptor; CHO-K1 hM1, Fluo-8 calcium fluorescence, ACh EC80 antagonist; P11229; AID 588852; 360,000 tested, 1.3% active; inhibition, % at 3 µM;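 active means percent inhibition above its own plate's cutoff, namely the mean of that plate's compound wells plus 3 SD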;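 further: peak over basal fluorescence ratio during 140 s after agonist addition; 0% = ACh EC80 plus DMSO and 100% = DMSO alone without agonist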
# M1 ag: human M1 muscarinic receptor agonism; 360,000 tested, 0.33% active; activation, % at 3 µM; P11229; CHO-K1 hM1, Fluo-8 calcium fluorescence, agonist mode; 0% DMSO, 100% acetylcholine EC100;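 active means activation above the run's mean compound activation plus 3 SD, cut at about 16% in these data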;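 further: peak over basal fluorescence ratio within a 140 s kinetic read after compound addition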
# CHO-K1 Ca ag: counter-screen for M1 agonists: effect in parental CHO-K1 cells. Fluo-8 calcium fluorescence; scaled to maximal ATP response, vehicle zero. activation, % at 3 µM. 360,000 tested, 0.48% active; in the data active means activation above about 15%;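 further: untransfected CHO-K1 host cells lacking M1 receptor as counterscreen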
# OXTR potentiate: human OXTR potentiation; 320,000 tested, 0.061% active; CHO-OTR cells, Fluo-8 calcium fluorescence, potentiator mode; 0% = oxytocin EC15, 100% = EC100; P30559; AID 2445; activation, % at 3 µM;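 active means activation above that plate's cutoff, the mean activation of tested compounds plus 3 SD, cut at about 6.6% in these data, passing the limit was not always enough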;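 further: 100% uses oxytocin at 75 nM as the full agonist control; some results filed as inactive read as strong as hits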
# Target sequence (P30559 whole entry, looked up): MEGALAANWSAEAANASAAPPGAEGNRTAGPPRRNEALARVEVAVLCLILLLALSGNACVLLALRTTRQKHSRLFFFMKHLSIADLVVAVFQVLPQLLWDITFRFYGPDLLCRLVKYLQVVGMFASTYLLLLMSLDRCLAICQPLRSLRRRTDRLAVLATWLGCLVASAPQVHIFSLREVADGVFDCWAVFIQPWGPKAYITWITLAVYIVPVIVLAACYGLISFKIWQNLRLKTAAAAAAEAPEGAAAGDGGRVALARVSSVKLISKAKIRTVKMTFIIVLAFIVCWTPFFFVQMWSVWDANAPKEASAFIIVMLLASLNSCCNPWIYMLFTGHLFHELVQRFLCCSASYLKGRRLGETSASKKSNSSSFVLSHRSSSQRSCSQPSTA
#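 Assay system: CHO cell line stably expressing human OTR. Reagent: EC15 oxytocin agonist. Dosing: single dose, 3.0 µM nominal final compound concentration. Timing: compound 6 min at room temperature before oxytocin, 100 s read. Signal: kinetic Fluo-8 calcium fluorescence. Controls: oxytocin EC15 low and EC100 high.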
# CHRM4 agonist: CHRM4 agonism in calcium assay. AID 624127. 360,000 tested, 0.14% active. activation, % at 3 µM. CHO-K1 hM4/Gqi5, Fluo-8 calcium fluorescence; vehicle 0%, full acetylcholine response 100%;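 active means activation above the run mean over all test wells plus 3 SD, cut at about 32% in these data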;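 further: peak over basal fluorescence ratio per well then scaled between controls; 0% = DMSO wells and 100% = acetylcholine at EC100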
# * hit, by the source's call; x = not tested or not shown; & = joins results of further samples.
# Sequence of screens: CHO-K1 Ca antag	CHO parental Ca	M1 PAM	M4 antag	M1 antag	M1 ag	CHO-K1 Ca ag	OXTR potentiate	CHRM4 agonist
> Cc1cccc(N2CCN(C(=O)c3ccc(NC(=O)CC4SC(N5CCCC5)=NC4=O)cc3)CC2)c1C (stereo not given)
  -5	-26	4	-6	-13	-5	-0.7	3	-2
> COc1ccc(S(=O)(=O)NCC(c2ccco2)N2CCc3ccccc3C2)cc1 (stereo not given)
  4	-38	5	-9	-7	-4	-0.7	-15	2
> CCNC(=O)CSc1nnc(C2CC2)n1-c1ccccc1
  -14	-8	12	8	-13	-5	0.9	-4	0
> COc1ccc(CCNC(=O)Nc2ccc([N+](=O)[O-])cc2)cc1OC
  13	-4	-8	-17	-6	-1	9.4	-13	16
> Cc1nc(-c2ccc(S(=O)(=O)Nc3ccc(Br)cc3Cl)s2)cs1
  -1	-23	-4	-4	14	-2	2.9	-11	8
> Cc1csc(NC(=O)c2cccnc2Cl)n1
  17	2	5	-7	-11	-1	0.4	2	2
> CCC(=O)Nc1cccc(NC(=S)NC(=O)c2ccccc2)c1
  3	-15	3	8	-3	-4	0.2	0	0
> O=C(NCCCn1ccnc1)c1cc(S(=O)(=O)N2CCOCC2)c(Cl)cc1Cl
  -11	-12	3	-4	-24	-3	-0.1	-11	0
> Cc1cc(C)c(CC(=O)c2ccccc2)c(C)c1
  -14	x	4	-11	-19	-8	-0.3	x	-3
> CN(CC(=O)NCCc1ccc(F)cc1)CC(=O)Nc1ccc(F)c(F)c1F
  5	x	16	0	0	4	-0.6	x	-1
> Cc1cccc(NC(=O)COc2ccc(-c3nn(C)c(=O)c4ccccc34)cc2)c1
  -4	-5	-8	0	12	-6	3.1	-12	15
> Cc1cc(C)c([N+](=O)[O-])cc1-c1ccc(/C=N/c2c(-c3ccco3)nc3ccccn23)o1
  -5	2	7	-6	-5	-4	0.8	-11	2
> Cn1ccnc1SCC(=O)N1CCN(S(=O)(=O)c2ccccc2)CC1
  -18	1	-4	-8	6	-6	3.0	-6	7
> C=CC[C@H](CC(=O)NCCO)C(=O)NCCOC(=O)[C@@H](CC=C)Cc1ccc(F)cc1
  -15	-17	14	-6	-15	-1	0.2	-1	0
> c1ccc(Nc2nc(-c3ccccc3)nc3ccccc23)cc1
  -3	-17	14	-3	-19	-3	0.0	-23	0
> Cc1ccc(S(=O)(=O)c2nc(-c3ccco3)oc2SC(C)C)cc1
  -10	-1	-3	-3	-2	-6	-0.7	-8	-1
> CN(C(=O)CSc1ncnc2sccc12)C1CCS(=O)(=O)C1 (stereo not given)
  3	-4	-7	10	17	-6	0.8	4	0
> COC(=O)c1c(N2C(=O)Nc3ccccc3N2O)sc(C)c1C
  6	0	9	8	-5	-6	-0.1	-2	0
> Cc1ccccc1NC(=O)NCCCN1CCN(C)CC1
  -17	8	11	-3	-15	-3	2.1	-18	1
> Cc1cccc(C)c1OCC(=O)Nc1ccc2c(c1)OCCO2
  -12	-15	2	-17	0	-5	1.4	-6	7
> O=[N+]([O-])c1ccccc1S(=O)(=O)N1CCN(c2ccccc2)CC1
  -6	-4	10	6	-12	-5	1.1	2	2
> COc1ccc(CCN(C)C(=O)c2cc(-c3ccccc3)nc3ccccc23)cc1OC
  -3	x	0	9	5	-3	3.6	x	10
> CC(=O)NC(=S)Nc1ccc2oc(=O)ccc2c1
  11	3	-7	4	14	-3	-0.2	-2	0
> CCc1ccc(NC(=O)CS(=O)CC(=O)N2CCN(c3ccccc3F)CC2)cc1 (stereo not given)
  -20	-31	22	-2	-20	-3	-0.5	-6	1
> C1=C(c2sc3ccccc3c2-c2ccc(OCCN3CCOCC3)cc2)CCCC1
  -13	-34	9	-8	-9	-4	0.9	4	0
> Cc1cc(C(=O)C(C(c2ccccc2)N2CCOCC2)N2CCOCC2)ccc1Cl (stereo not given)
  -10	x	4	-17	-10	-4	0.1	x	0
> COCCCN1C(=O)CS/C1=N\S(=O)(=O)c1ccccc1
  -11	-26	8	4	-29	-3	1.6	-11	2
> COc1cc2c(cc1OC)CN(CC(=O)Nc1ccccc1C(=O)NCc1ccccc1)CC2
  -15	-20	0	-5	1	-1	4.7	-10	15
> COc1cccc(C(=O)NCCCn2ccnc2)c1
  -18	11	13	-6	-12	0	0.4	4	2
> CSCC(=O)N1CCCC(N2CCN(c3ccc(F)cc3)CC2)C1 (stereo not given)
  -7	-14	4	6	-7	-7	1.5	3	1
> COc1cc(NC(=O)c2nccnc2N)cc(C(=O)Nc2cccc(C(F)(F)F)c2)c1
  0&-5	0	-10&-6	4&-2	9&12	-5&-5	0.0&-0.7	-8	2&1
> Cc1ccc(S(=O)(=O)NCCCN2CCCC2)cc1
  -11	-15	5	17	-2	-10	2.9	-13	6
> CCOc1ccc(-n2nnnc2-c2nc3ccccc3s2)cc1
  7	-23	6	5	-6	0	-0.1	1	0
> Cc1ccc(N(C(=O)C2CCCC2)C2C=CS(=O)(=O)C2)cc1 (stereo not given)
  3	-3	-7	-2	-1	-1	-0.1	-1	0
> CC(C)(C)n1nc2c(c1NC(=O)COc1ccc(Cl)cc1)CS(=O)(=O)C2
  -16	-9	8	-2	-10	-2	1.6	1	4
> Cn1ccc2c(N(Cc3ccccc3)Cc3ccccc3)cc3c(c21)C1CCC3C1 (stereo not given)
  2	x	-3	1	9	-10	0.3	x	-1
> COCCCNC(=O)c1cc(C)nc2ccc(F)cc12
  -3	2	3	-1	-6	-3	0.5	-3	0
> Nc1c(-c2ccc(F)cc2)cnc2ncnn12
  2	-8	2	8	3	-4	0.4	-6	0
> OC(COc1ccc2c(c1)CCC2)CN1CCN(c2cccc(Cl)c2)CC1 (stereo not given)
  4	-21	-2	1	4	-2	-0.1	-12	2
> CCC1Nc2ncnc(N3CCc4ccccc4C3)c2N(Cc2ccc(Br)cc2)C1=O (stereo not given)
  20	x	-13	-9	18	-7	0.5	x	8

# 3 entries from above, sorted by their value in OXTR potentiate, rising:
Structure	OXTR potentiate
Cc1ccc(S(=O)(=O)NCCCN2CCCC2)cc1	-13
OC(COc1ccc2c(c1)CCC2)CN1CCN(c2cccc(Cl)c2)CC1 (stereo not given)	-12
Nc1c(-c2ccc(F)cc2)cnc2ncnn12	-6

# Going on with the list:
# Sequence of screens: CHO-K1 Ca antag	CHO parental Ca	M1 PAM	M4 antag	M1 antag	M1 ag	CHO-K1 Ca ag	OXTR potentiate	CHRM4 agonist
> CC(C)(C)c1nc(NCC2CCCO2)c2nnn(Cc3ccccc3)c2n1 (stereo not given)
  -10	-20	11	0	-10	-5	0.1	-1	1
> ON=C1CCN(c2ncc(C(F)(F)F)cc2Cl)CC1
  8	-7	9	-1	-6	-4	0.2	-3	1
> COc1ccc(C(C)(NC(C)=O)c2nc(/C=C/c3ccccc3)cs2)cc1 (stereo not given)
  32*	x	4	-2	-8	0	-0.2	x	1
> Cc1ccccc1P(=O)(CO)c1ccccc1C
  -4	1	1	-3	-4	-2	0.4	-17	0
> NCCCCCc1nnc(SCc2cccc(Cl)c2)o1
  -1	-3	-25	85*	30*	-6	0.3	-1	3
> CNC(=S)N(CCN(C)C)Cc1cc2cc3c(cc2[nH]c1=O)OCO3
  18	-3	0	4	-1	-7	-0.3	0	0
> COc1ccccc1NS(=O)(=O)c1ccc2oc(SCc3ccc(C#N)cc3)nc2c1
  -10	0	3	1	-5	-5	1.9	-17	3
> O=c1cc(-c2ccccc2)[nH]c2cc(Cl)ccc12
  -10	-6	7	3	-2	-4	0.1	-1	0
> O=C(O)CSc1c(-c2ccccc2)[nH]c2ccccc12
  -3	-1	3	-4	-5	-5	0.2	3	1
> N#Cc1c(-c2ccc(Cl)cc2)c(C#N)c(=O)n(N)c1N
  -5	3	5	-3	1	-5	1.1	-5	2
> O=C(c1ccccc1SCc1ccccc1)N1CCCCCC1
  -6	-17	9	-4	-8	-10	2.6	-13	0
> CC(=O)Oc1ccccc1Cn1c(C)c(C(=O)NCc2cccc([N+](=O)[O-])c2)sc1=O
  3	x	-19	7	23	-8	1.2	x	4
> CC(C)CCNC(=O)NC(=O)CSc1nnc2ccccn12
  -12	-6	4	-16	-29	0	0.7	-12	0
> CC(=O)NC1C(OCCOc2ccc(Cl)cc2Cl)OC(COC(C)=O)C(OC(C)=O)C1OC(C)=O (stereo not given)
  -17	-6	-5	-7	7	-2	2.9	-18	6
> CCc1ccc(C2CC(=O)NC(SCC(=O)OC(C)C)=C2C#N)cc1 (stereo not given)
  4	-19	1	-8	-5	-4	0.3	-3	2
> Cc1cc(C(=O)CN2C(=O)C(=O)N(C)C2=O)c(C)n1-c1cccc(S(=O)(=O)N2CCOCC2)c1
  -8	-9	-2	-3	-5	0	6.6	-5	9
> CCCn1c(SCC(=O)Nc2nccs2)nnc1-c1cccnc1
  -4	-11	-3	-8	-5	0	-0.2	-20	0
> O=c1[nH]c(SCc2nc3ccccc3c(=O)n2-c2ccccc2C(F)(F)F)nc2ccccc12
  -5	-32	0	4	5	-5	1.2	-11	0
> Cc1csc(NC(=O)CSC2=NCCS2)n1
  8	6	0	7	-2	-3	0.1	-1	0
> Cn1c(=O)c2[nH]c(N3CCN(c4cccc(O)c4)CC3)nc2n(C)c1=O
  -4	-20	9	-4	-4	-2	0.0	-20	0
> COc1ccc(-c2nc3c(c(SCC(=O)N4CCOCC4)n2)Cc2c(CO)cnc(C)c2O3)cc1
  -3	-31	13	5	-13	-3	5.0	-8	7
> O=C(Nc1cccnc1)C1CCN(S(=O)(=O)c2cccc3nonc23)CC1
  -17	-5	5	8	-2	-10	1.1	-8	4
> O=C(CNCC1CCCO1)Nc1ccc([N+](=O)[O-])cc1C(=O)Nc1ccccc1F (stereo not given)
  -3	-7	-3	0	2	0	7.2	-2	9
> COC(=O)c1ccc(CS(=O)(=O)c2ccc(C)cc2)cc1
  -4	-9	6	8	-1	-3	2.3	-6	-1
> CS(=O)(=O)N1N=C(c2cccs2)CC1c1ccc(Cl)o1 (stereo not given)
  5	-13	-4	-2	2	-8	0.0	-7	0
> O=C(Nc1ncc2c(n1)-c1ccccc1CC2)c1cccc(Cl)c1
  17	-31	13	1	3	-5	-0.1	0	-1
> CCCCOc1ccc(C(=O)O)cc1
  16	-7	10	8	-14	-3	0.2	-2	1
> O=C(N/N=C/c1cnc(N2CCOCC2)s1)c1ccccc1
  -13	6	7	-4	-5	0	0.9	-17	0
> CCN(CC)S(=O)(=O)c1ccc(N2CCOCC2)c(NC(=O)c2ccc(NC(C)=O)cc2)c1
  -11	-8	5	-1	-8	-3	0.3	-17	1
> CC1CCCCN1S(=O)(=O)c1ccc2[nH]c(=O)cc(C(=O)NCCCN3CCCCCC3)c2c1 (stereo not given)
  -2	-4	8	-5	-8	4	-0.4	-16	0

# Screens from PubChem.
